Assay outcomes: PubChem BioAssay, several laboratories
MrgX1 antagonist: antagonists of human MrgX1 receptor; AID 588676; Q96LB2; B-score at 10 µM; 310,000 tested, 1.3% active; MRGX1-HEK293 calcium flux, Fluo-4, BAM8-22 antagonism; hits give low values;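 active = calcium-response B-score plate-corrected more than 3 library SD below zero, starting fluorescence within 5 deviations, no agonist response on first addition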;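 note: peak minus trough fluorescence over baseline after final BAM8-22 challenge near maximal dose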
TRPC6 inh: inhibitors of mouse TRPC6 channel; Q61143; HEK293-TRPC6, membrane potential dye, ACh-evoked depolarization; hits give low values; B-score at 10 µM; 310,000 tested, 1.1% active;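 active = B-score under library mean minus 3 SD, initial fluorescence not abnormally high, positive integrated signal ratio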;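 note: B-score derived from integrated fluorescence ratio over the kinetic read; more negative B-score means stronger inhibition of depolarization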
TRPC6 activator: activators of mouse TRPC6 channel. B-score at 10 µM. 310,000 tested, 0.13% active. Q61143. AID 2550. HEK293-TRPC6 membrane potential dye fluorescence; hits give high values;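 active = B-score of the integrated fluorescence ratio above library mean plus 3 SD, and starting fluorescence ratio within library mean plus 5 SD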;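 note: higher score means more depolarization so channel activation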
aSyn 5UTR inh: MLPCN primary screen, SNCA 5' untranslated region; alpha-synuclein 5'UTR reporter, inhibitor activity; inhibition, % (tested at 7.5 µM); 300,000 tested, 0.82% active; AID 1813; in the data active = inhibition above about 60%; inconclusive = no clear call, values can overlap the other calls;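 note: H4 neuroglioblastoma cells stably carrying SNCA 5'UTR luciferase fusion; 0% = DMSO wells and 100% = positive control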
KLF5 inh: suppresses KLF5 promoter-driven expression | DLD-1 KLF5 promoter-luciferase reporter, luminescence | inhibition, % at 5 µM | 290,000 tested, 0.23% active;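 active = inhibition above a per-plate limit of that plate's mean compound inhibition plus 3 SD, cut at about 60% in these data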;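 note: 0% = DMSO wells and 100% = LY294002 at 200 µM; higher means less KLF5 promoter-driven luciferase light; inactives centre near -14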
HIF act: HIF pathway transcriptional activation; U2OS HRE-luciferase reporter, luminescence; normalized: DMSO 0%, desferrioxamine 100%; activation, % at 7.5 µM (by protocol); 300,000 tested, 0.32% active; AID 1910;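 active = mean activation of at least 10% of the iron chelator positive control signal, with at least half of replicates also reaching 10%; inconclusive = mean and replicate majority disagree about reaching 10%; inactive = mean and most replicates under 10%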
SKKanGAS inh: inhibitors of SKKanGAS S. pyogenes growth in kanamycin (SK-promoter or general growth effect). BacTiter-Glo, 6 h. 300,000 tested, 1.3% active. inhibition, % at 7.5 µM;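 active = mean replicate score, as percent of positive control median, at least 50; inconclusive = mean below 50 but one replicate at or above 50; inactive = mean and every replicate below 50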;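 note: strain carries kanamycin resistance gene driven by streptokinase promoter and grows in 40 µg/ml kanamycin; loss of luminescence reflects streptokinase promoter inhibition or plain growth inhibition; 0% = median of DMSO wells and 100% = positive control at its reference dose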
TRPC4 agonist: activators of mouse TRPC4 channel; Q9QUQ5; HEK293 TRPC4beta/mu-opioid, Fluo4 calcium fluorescence; hits give high values; B-score at 10 µM; 310,000 tested, 0.49% active; AID 2237;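 active = B-score above 5 SD of library B-scores, and initial fluorescence ratio not above library mean plus 5 SD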;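 note: positive B-score marks a calcium rise read as TRPC4 activation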
Target sequence (Q9QUQ5 whole entry, looked up): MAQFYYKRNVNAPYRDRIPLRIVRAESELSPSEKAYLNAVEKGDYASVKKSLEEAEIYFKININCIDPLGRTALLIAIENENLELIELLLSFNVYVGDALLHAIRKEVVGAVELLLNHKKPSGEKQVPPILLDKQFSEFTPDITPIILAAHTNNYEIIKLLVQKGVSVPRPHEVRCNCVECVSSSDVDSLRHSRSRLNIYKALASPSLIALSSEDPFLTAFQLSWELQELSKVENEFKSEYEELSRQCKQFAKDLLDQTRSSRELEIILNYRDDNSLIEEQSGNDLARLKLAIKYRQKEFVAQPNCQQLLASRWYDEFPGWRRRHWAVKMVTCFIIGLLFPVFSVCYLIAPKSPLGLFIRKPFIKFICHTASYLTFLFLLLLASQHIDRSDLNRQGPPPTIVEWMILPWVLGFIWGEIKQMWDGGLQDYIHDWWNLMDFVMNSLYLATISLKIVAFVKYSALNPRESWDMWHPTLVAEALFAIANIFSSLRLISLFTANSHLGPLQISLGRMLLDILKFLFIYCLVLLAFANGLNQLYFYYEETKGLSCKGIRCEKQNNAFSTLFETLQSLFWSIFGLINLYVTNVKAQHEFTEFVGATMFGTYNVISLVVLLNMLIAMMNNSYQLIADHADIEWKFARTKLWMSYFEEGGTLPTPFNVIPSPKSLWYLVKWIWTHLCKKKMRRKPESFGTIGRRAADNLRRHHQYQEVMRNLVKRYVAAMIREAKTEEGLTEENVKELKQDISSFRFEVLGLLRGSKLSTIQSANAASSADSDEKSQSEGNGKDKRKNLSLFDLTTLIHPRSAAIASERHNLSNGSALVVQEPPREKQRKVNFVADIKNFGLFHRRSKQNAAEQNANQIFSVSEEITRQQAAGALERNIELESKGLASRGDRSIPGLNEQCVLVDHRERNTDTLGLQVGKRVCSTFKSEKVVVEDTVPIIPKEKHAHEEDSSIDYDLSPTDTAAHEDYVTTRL
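Assay system: HEK293 stable line with TRPC4beta plus mu-opioid receptor. Times: dye 45 min RT, read 110 s. Measured by: kinetic Fluo4 calcium fluorescence. Measure: B score of integrated ratio. Controls: assay buffer as low control, maximal DAMGO as high control.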
IEC-6 tox: counter-screen for KLF5 inhibitors: cytotoxicity in IEC-6 cells; IEC-6 cytotoxicity, luminescence viability; inhibition, % at 5 µM; 290,000 tested, 0.78% active; in the data active = inhibition above about 22%;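 note: 0% = plate median of test compound wells and 100% = cytotoxic reference compound wells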
TRPC4 PAM: allosteric potentiators of mouse TRPC4 channel. Q9QUQ5. B-score at 10 µM. 310,000 tested, 0.42% active. HEK293 TRPC4beta/mu-opioid, DAMGO EC20, Fluo-4 Ca2+ flux; hits give high values;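 active = B-score of calcium response area above 5 SD of library B-scores, with initial fluorescence ratio within 5 SD of library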;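 note: B-score of integrated fluorescence ratio over time as area under calcium response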
TRPC4 block: blocks the mouse TRPC4 cation channel. HEK293 TRPC4beta/mu-opioid, DAMGO-evoked Fluo4 calcium flux; hits give low values. B-score at 10 µM. 300,000 tested, 0.39% active. AID 2247;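 active = B-score over 3 SD under the library average, no early fluorescence shift, positive overall ratio signal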
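Assay system – HEK293 line stably carrying TRPC4beta and mu-opioid receptor · Doses – single dose · Detection – Fluo4 calcium-dye fluorescence, kinetic read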
Numbers without * were called inactive; i = inactive; ? = inconclusive; . = not tested or not shown.

SMILES	MrgX1 antagonist	TRPC6 inh	TRPC6 activator	aSyn 5UTR inh	KLF5 inh	HIF act	SKKanGAS inh	TRPC4 agonist	IEC-6 tox	TRPC4 PAM	TRPC4 block
COc1ccccc1-n1c(=O)c(C#N)c(-c2ccc([N+](=O)[O-])cc2)c2cc(C(=O)c3cc(F)ccc3O)cnc21	i	i	i	0	-15	-0.6	15	i	-5	i	i
COc1cccc(NC(=S)N2CCC(c3ccc(C)cc3)C2)c1 (stereo unspecified)	i	i	i	-66	-48	2.8	-4	i	-5	i	i
Cn1c(C(C)(O)C(O)c2ccccc2)nc2ccccc21 (stereo unspecified)	i	i	i	3	-10	0.1	1	i	5	i	i
Cc1ccc(S(=O)(=O)Oc2ccccc2/C=N/Nc2ccc(C(=O)O)cc2)cc1	i	i	i	-5	-28	0.0	9	i	-2	i	i
Nc1cc(S(=O)(=O)Nc2ccc(Br)cc2)ccc1Cl	i	i	i	6	-22	-0.3	3	i	5	i	i
CSc1ccc(C(=O)C2CCCN(Cc3ccc(N4CCNC4=O)cc3)C2)cc1 (stereo unspecified)	i	-5.8*	i	24	-44	1.9	-10	i	2	i	i
Cc1ccc(NC(=O)C2CCCN(S(=O)(=O)c3c(C)noc3C)C2)c(C)c1 (stereo unspecified)	i	i	i	8	8	0.3	1	i	-3	i	i
Cc1ccc(N2CC(C(=O)Nc3nccs3)CC2=O)cc1Cl (stereo unspecified)	i	i	i	7	-8	-0.5	4	i	-3	i	i
Cc1ccccc1C(=O)NC1CCCN(Cc2ccccc2F)C1 (stereo unspecified)	i	i	i	-2	-61	-0.2	2	i	-3	i	i
Cc1cc(C(=O)N2CCN(Cc3ccccc3)CC2)on1	i	i	i	5	-22	0.2	-5	i	0	i	i
Cn1cc(CNCc2ccccc2OCC(O)CN2CCc3ccccc3C2)cn1 (stereo unspecified)	i	i	i	-6	-40	-0.2	-1	i	3	i	i
CCOC(=O)c1ccc(NC(=S)NNC(=O)C2(C)CC2(Cl)Cl)cc1 (stereo unspecified)	i	i	i	-43	20	0.5	4	i	6	i	i
COc1cccc(CNc2ccc3c(c2)ncn3C)c1OC	i	i	i	-20	-56	-21	10	i	-1	i	i
Cc1cc(C)nc(NS(=O)(=O)c2ccc(NC(=O)CCN3C(=O)c4ccccc4C3=O)cc2)n1	i	i	i	0	-4	0.0	-17	i	0	i	i
CCCC(c1nnnn1Cc1ccc(OC)cc1)N1CCN(c2ccccc2)CC1 (stereo unspecified)	.	i	i	12	9	-0.2	4	i	-4	i	i
COc1ccc(C(=O)N2CCSC2=S)cc1OC	i	i	i	30	17	-0.1	4	i	5	i	i
CCC(C)c1ccccc1NC(=O)c1cc(C)no1 (stereo unspecified)	i	i	i	13	13	0.3	0	i	3	i	i
COC(=O)c1ccc(OCC(=O)N2CCCc3ccccc32)cc1	i	i	i	-9	-27	-0.1	-4	i	0	i	i
COC(=O)c1cn(C(=O)c2ccc(C)cc2C)c2ccccc12	i	i	i	-29	1	0.5	?	i	6	i	i
CNS(=O)(=O)c1cccc(C(=O)NCC(c2cccs2)N(C)C)c1 (stereo unspecified)	i	i	i	12	1	0.1	-1	i	4	i	i
Cc1cc(C)cc(NS(=O)(=O)c2cc3[nH]c(=O)c(=O)[nH]c3cc2C)c1	i	i	i	24	-13	-0.3	-3	i	4	i	i
CCC(C)NC(=O)c1ccccc1NC(=O)C1COc2ccccc2O1 (stereo unspecified)	i	i	i	-27	-45	-0.3	-12	i	-2	i	i
CCCCNC(=O)CCn1nc(-c2ccc(Cl)cc2)c2ccccc2c1=O	i	i	i	20	8	-0.5	6	i	-2	i	i
COc1nn(CC(=O)N2N=C(C)CC2(O)C(F)F)cc1[N+](=O)[O-] (stereo unspecified)	i	i	i	-21	-13	-0.7	-4	i	5	i	i
N=c1n(Cc2ccccc2)c2ccccc2n1Cc1ccccc1	i	i	i	5	-3	1.9	-6	i	9	i	i
COc1ccc(C2CC(c3cccs3)=NN2C(=O)CSc2nc3ccccc3o2)cc1 (stereo unspecified)	i	i	i	-8	3	-0.2	11	i	0	i	i
O=C(Nc1ccccc1)c1ccc(CSc2ncccn2)cc1	i	i	i	-95	-186	1.1	4	i	-1	i	i
Cc1nc(-c2ccccn2)sc1C(=O)Nc1ccc(F)cc1F	i	i	i	-127	-39	3.4	1	i	-3	i	i
COc1ccccc1C(=O)Nc1ccnn1C1CCN(C(=O)C(C)(C)C)CC1	i	i	i	-8	1	0.3	0	i	-4	i	i
CCCCn1nc(CC(=O)NCCN(CC)CC)c2ccccc2c1=O	i	i	i	-20	-25	0.4	8	i	-3	i	i
CCCCn1c(N)c(N(CC(C)C)C(=O)CCCSc2nncs2)c(=O)[nH]c1=O	i	i	i	3	-42	-1.2	-6	i	-8	i	i
Cc1cc(OCC(=O)NC(C)C)cc(C)c1Cl	i	i	i	20	-25	0.2	-2	i	2	i	i
Cc1cc2cc(C)c3nnc(SCC(=O)Nc4ccc(S(=O)(=O)N5CCCCC5C)cc4)n3c2cc1C (stereo unspecified)	i	i	i	-23	-13	0.5	-7	i	-6	i	i
CCOC(=O)c1cnc(SC)nc1Oc1cccc(NC(=O)c2cccc(Cl)c2Cl)c1	i	i	i	26	0	-0.1	-3	i	-1	i	i
COc1cccc(CC(NC(C)=O)C(=O)NC2CCN(C(=O)NCc3ccccc3)CC2)c1 (stereo unspecified)	.	i	i	8	-14	-0.1	6	i	6	i	i
N#CC1=C(SCc2ccccc2)NC(=O)CC1c1ccc(O)cc1 (stereo unspecified)	i	i	i	3	6	0.5	2	i	1	i	i
CC(C)CC1Nc2ncnc(N3CCOCC3)c2N(Cc2ccc(Br)cc2)C1=O (stereo unspecified)	i	i	i	11	.	-0.3	-2	i	.	i	i
O=C1c2cccc([N+](=O)[O-])c2C(=O)N1c1ccccc1	i	i	i	1	16	-0.2	7	i	2	i	i
CC1CC(C)CN(CCCNS(=O)(=O)c2ccc3c(c2)CCN3C(=O)C2CC2)C1 (stereo unspecified)	i	i	i	10	-24	0.9	1	66*	0	i	i
COc1ccc(N2CCOCC2)c(NC(=O)c2ccc(Br)o2)c1	i	i	i	17	-10	0.1	-6	i	-6	i	i
Cc1ccccc1NC(=O)Cc1nc(-c2ccc3ccccc3c2)cs1	i	i	i	-13	-3	1.2	-2	i	-3	i	i
COc1ccc(Nc2nc(-c3ccc(OC)cc3)c(CCC(=O)O)s2)cc1	i	i	i	27	8	-1.2	3	i	-5	i	i
O=C(Nc1cc(Br)ccc1O)c1cc(-c2ccco2)on1	i	i	i	-134	-23	0.2	-7	i	2	i	i
Cc1ccc(C=Nc2cc([N+](=O)[O-])ccc2C)s1	i	i	i	-12	-21	-0.3	-7	i	-6	i	i
COc1ccc(-c2nc(C#N)c(NCCc3ccccc3)o2)cc1OC	i	i	i	-142	-28	2.9	4	i	-4	i	i
CC(OC(=O)c1cccnc1)C(=O)NCc1ccc2c(c1)OCO2 (stereo unspecified)	i	i	i	1	-1	-0.3	-4	i	-1	i	i
O=C(Cc1ccccc1)Nc1ccccc1N1CCCC1	i	i	i	10	-15	-0.6	2	i	-1	i	i
CN(C)c1ccc(NC(=O)CN2CCC(C(=O)c3ccc(F)cc3)CC2)cc1	i	i	i	11	-3	-0.1	1	i	0	i	i
O=C(CN(Cc1ccccc1)C(=O)c1csnn1)NCCc1ccccc1	i	i	i	-5	-17	-0.1	-13	i	-6	i	i
Cn1c(=O)c(C(=O)CN2CCCCCC2)c(N)n(Cc2ccccc2)c1=O	i	i	i	12	-5	0.9	-2	i	-6	i	i
CCc1ccc(-n2c(SCC(=O)Nc3cc(C)[nH]n3)nc3[nH]ncc3c2=O)cc1	i	i	i	-12	-44	0.0	-17	i	4	i	.
CCn1c(N2CCC(Cc3ccccc3)CC2)nc2c1c(=O)[nH]c(=O)n2C	i	i	i	33	-2	17*	-4	i	3	i	i
COC(=O)NCCOc1cc(C)ccc1C	i	i	i	1	-14	-0.5	-5	i	2	i	i
C=CCn1c(COc2cccc3ccc(C)nc23)nnc1SCC(=O)O	i	i	i	29	-2	-0.3	-5	i	2	i	i
O=C(CN1C(=O)NC2(CCCC2)C1=O)Nc1ccccc1C(F)(F)F	i	i	i	3	-18	-0.1	-3	i	-4	i	i
Oc1ccccc1C1=Nc2ncnn2C(c2ccc(F)cc2)C1 (stereo unspecified)	i	i	i	17	.	0.1	5	i	.	i	i
Cc1[nH]n(-c2ccccc2)c(=O)c1C(C[N+](=O)[O-])c1ccccc1Cl (stereo unspecified)	i	i	i	-7	-20	0.3	6	i	-9	i	i
Cc1cccc(N=Nc2cnc(N)s2)c1	i	i	i	-109	-66	2.6	-5	i	-4	i	i
CC(C)[N+](C)(C)CC#CC(O)(c1ccccc1)c1ccccc1	i	-9.2*	i	-19	24	0.7	-2	i	2	i	i
CCCN(C(=O)COC(=O)CNC(=O)c1ccc2ccccc2c1)c1c(N)n(Cc2ccccc2)c(=O)[nH]c1=O	i	i	i	-1	.	0.9	-3	i	.	i	i
Next part:
SMILES	MrgX1 antagonist	TRPC6 inh	TRPC6 activator	aSyn 5UTR inh	KLF5 inh	HIF act	SKKanGAS inh	TRPC4 agonist	IEC-6 tox	TRPC4 PAM	TRPC4 block
COc1cc2nc(CN(C)Cc3ccc(Cl)cc3)[nH]c(=O)c2cc1OC	i	i	i	15	5	0.0	-7	i	-6	i	i
CC(C)(C)[C@H]1C=C(C(=O)O)O[C@@H](OCCCCO)C1	i	i	i	0	.	-4.1	7	i	.	i	i
CCSC1=NCCN1C(=O)c1c(-c2ccccc2Cl)noc1C	i	i	i	0	-16	0.4	3	i	4	i	i
COc1cc(OC)c2cc(C(=O)N/N=C/c3ccccc3O)[nH]c2c1	i	i	i	-31	84*	-1.4	103*	i	15	i	i
CN(C)c1nc(Oc2ccc(=O)n(C)n2)nc(N2CCOCC2)n1	i	i	i	-15	-12	.	2	i	-1	i	i
COC(=O)C[C@H]1c2cc(C(F)(F)F)ccc2S(=O)(=O)N1c1ccc(N(C)C)cc1	i	i	i	-18	.	1.5	-5	i	.	i	i
